BCR signal inh: inhibitors of chronic active B-cell receptor signaling; ABC-DLBCL IkBa-CBG/CBR reporter, luminescence ratio, 4 h; Potency, µM (highest dose often 46.1 µM), without a hit: top-dose ratio change, negative = lower green/red ratio, hits mostly inhibitors; 340,000 compounds, 0.05% hits; AID 493014; active means well fitted inhibition curve with a large enough effect in the signal ratio, with a control signal flat, not every such curve was filed as active; inconclusive means small, poorly fitted or top-dose-only effect, or effect the other way, or a change in a side signal; the % refers to the signal ratio;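 further: plate controls were basal doxycycline-induced cells for no effect and cells given 10 µM MG132 for full effect; MG132 reads +100%, hits lower the ratio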
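TMD8 human ABC-DLBCL cells with doxycycline-inducible IκBα–green luciferase fusion and unfused red luciferase, in 0.5% FBS medium; compounds up to 46 uM, 4 h at 37C. Green/red luminescence ratio, filter-overlap corrected, fitted to concentration-response curves.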
* = called active by the depositor; ? = inconclusive. Potency means the concentration at half of the fitted maximal effect. These rows are one share of the data; rates above refer to the full screens.

SMILES	BCR signal inh
Cc1cc(C(F)(F)F)c2c(N)c(C(=O)Nc3c(Cl)cccc3Cl)sc2n1	-5.3%
CCCCCOC(=O)c1ccc(OC(=O)c2sc3ncn(Cc4cccc(F)c4)c(=O)c3c2C)cc1	2.5%
O=C(CSc1nc(=O)n(Cc2ccco2)c2c1CCC2)Nc1ccccc1C(F)(F)F	-21.9%
CCc1cnc2c(c1SCC(=O)N1CCCCC1)c(=O)n(C)c(=O)n2C	-22.8%
COc1ccc(-c2nc3sc(CCNC(=O)C(=O)Nc4ccc(C)c(C)c4)c(C)n3n2)cc1	1.1%
COc1ccc(Nc2cc(C(=O)NCc3ccccc3OC)c3ccccc3n2)cc1	?
Cc1ccc2c(c1Br)C(O)(CC(=O)c1ccc(F)cc1)C(=O)N2 (stereo not given)	?
COc1ccc(CCNC(=O)Cn2c(-c3ccc(F)cc3)cc(C(C)=O)c2C)cc1OC	-0.8%
CCNC(=O)C1CCN(Cc2cc3ccccc3n2Cc2ccc(C)cc2)CC1	4.1%
COc1ccc(C(=O)N2CCN(c3nc4c(C)c(Cl)ccc4s3)CC2)c(OC)c1	-12.3%
O=C(c1ccc2c(c1)N(Cc1cccc(F)c1)C(=O)c1ccccc1S2)N1CCCC1	9.6%
CCOC(=O)c1ccc(N2CCN(c3cc(C)ccc3C)CC2)c(NC(=O)Nc2ccc(Cl)cc2)c1	?
O=c1c(N2CCN(c3cccc(C(F)(F)F)c3)CC2)csc2ccccc12	?
CC(=O)c1cccc(NC(=O)CSc2nnc3ccc(-c4ccc(Br)cc4)nn23)c1	-15.0%
Cc1cccc(-c2nc3c4ccccc4n(Cc4cccc(Cl)c4)c(=O)n3n2)c1	?

Next section, overlapping the part above by 2 compounds.
SMILES	BCR signal inh
CC(=O)c1cccc(NC(=O)CSc2nnc3ccc(-c4ccc(Br)cc4)nn23)c1	-15.0%
Cc1cccc(-c2nc3c4ccccc4n(Cc4cccc(Cl)c4)c(=O)n3n2)c1	?
COCCNc1ncnc2c1c(-c1ccccc1)cn2-c1ccc(C)c(Cl)c1	-12.0%
Cc1ccc(S(=O)(=O)CCC(=O)N2CCN(c3nc4c(C)c(Cl)ccc4s3)CC2)cc1	?
O=S(=O)(NCCc1csc2nc(-c3ccc(Cl)cc3)nn12)c1ccc2c(c1)OCCO2	?
O=C(CCC1N=C2c3ccccc3N=C(SCC(=O)NCCc3ccccc3)N2C1=O)NCc1ccc(F)cc1 (stereo not given)	14.6%
Oc1c(C(c2ccc(Cl)cc2)N2CCOCC2)sc2nc(-c3ccco3)nn12 (stereo not given)	4.3%
CCOCCCn1c(SCC(=O)Nc2ccccc2CC)nc2ccccc2c1=O	0.4%
Cc1ccc(NC(=O)CSc2nnc(NC(=O)NC3CCCCC3)s2)cc1	9.1%
CC(C)c1ccc(NC(=O)c2cc(S(=O)(=O)NC3CCCCC3)ccc2F)cc1	?
COc1ccc(NC(=O)c2c(NCc3ccc(C)o3)sc3c2CCCCC3)c(OC)c1	2.4%
Cc1ccc(C(=O)N2CCc3cc(CNC(=O)c4ccnn4C)ccc32)cc1	-17.1%
COC(=O)c1sc(NC(=O)c2cc3nc(-c4ccc(Br)cc4)cc(C(F)(F)F)n3n2)c(C(=O)OC)c1C	-1.4%
CCCCSCCCNC(=O)C1CCC(CNS(=O)(=O)c2c(C)cc(C)cc2C)CC1 (stereo not given)	6.4%
O=C(CCSCc1ccccc1Cl)NCCc1ccccc1	18.2%
CCc1ccc(-n2c(=O)c3c(C)c(C(=O)N(C)C)sc3n(Cc3ccccc3C#N)c2=O)cc1	9.5%
O=[N+]([O-])c1ccc(C(c2sc3nc(-c4ccco4)nn3c2O)N2CCC3(CC2)OCCO3)cc1 (stereo not given)	-1.0%
COc1ccccc1CNc1ncnc2c1nnn2C	?
COc1ccc(C(=O)NCc2ccc3c(c2)CCN3C(C)=O)c(OC)c1	?
COc1ccc(C(=O)N2CCc3cc(OC)c(OC)cc3C2COc2ccccc2OC)cc1 (stereo not given)	?
CCC(Sc1nc2cc(OC)c(OC)cc2c(=O)n1Cc1ccc(Cl)cc1)C(=O)NCCOC (stereo not given)	-14.5%
NS(=O)(=O)c1ccc(CCNC(=O)CCCCCn2c(=O)[nH]c3ccccc3c2=O)cc1	-1.2%
CCOC(=O)c1cc(-c2ccccc2)n(CCCC(=O)Nc2ccc(C)cc2Cl)c1C	?
COc1cc2c(cc1OC)C(COc1ccc(F)cc1)N(C(=O)c1cccc(F)c1)CC2 (stereo not given)	-11.1%
Cc1cc(C)c(S(=O)(=O)NCCc2sc3nc(-c4ccc(F)cc4)nn3c2C)c(C)c1	?
CCOc1ccc(NC(=O)CSc2nc3ccsc3c(=O)n2C(C)CC)cc1 (stereo not given)	-14.1%
Cn1nnc2c(N3CCN(c4ccccc4F)CC3)ncnc21	-29.3%
CCC(C)n1c(SCC(=O)Nc2ccccc2C(=O)OC)nc2ccsc2c1=O (stereo not given)	26.2%
Cc1nc2ccccc2n1CCc1nc2c3ccccc3nc(SCC(=O)Nc3ccc(C(C)C)cc3)n2n1	?
COc1ccc(N2CC(NC(=O)COc3ccc(F)cc3)CC2=O)cc1OC (stereo not given)	17.4%
CCOC(=O)c1cc(-c2ccc(F)cc2)n(CCC(=O)NC2CCCCC2)c1C	?
COCCCNC(=O)C1CCN(Cc2cc3ccccc3n2Cc2cccc(C)c2)CC1	-12.5%
O=C(CS(=O)(=O)c1cccc2nsnc12)Nc1ccc(F)cc1F	8.9%
CCOC(=O)C1CCC(CN(Cc2ccccc2)S(=O)(=O)c2ccc(Br)cc2)CC1 (stereo not given)	-3.3%
Cc1ccc(CNC(=O)C(=O)NCC(c2ccco2)S(=O)(=O)c2ccccc2)cc1 (stereo not given)	18.0%
CCc1cccc(NC(=O)Cn2nc(-c3ccc(OC)cc3)ccc2=O)c1	?
CCc1ccccc1NC(=O)c1ccc(F)c(S(=O)(=O)N2CCN(c3ccccc3OC)CC2)c1	6.8%
CCCCN(C)CCCNC(=O)C1CCN(S(=O)(=O)CCC)CC1	0.3%
CCOC(=O)CSc1nc2cc3c(cc2c(=O)n1CCCC(=O)NCCc1ccc(OC)c(OC)c1)OCO3	-26.2%
Cc1ccc(C(=O)Nc2ccc3nc(N4CCCCC4)cc(C)c3c2)cc1F	14.9%
CCOc1ccc(NC(=O)c2cc(S(=O)(=O)N3CCOCC3)ccc2F)cc1	?
O=C(Nc1ccc(C(F)(F)F)cc1)c1cc(S(=O)(=O)NC2CCCCCC2)ccc1F	13.7%
COc1ccc(Nc2ncnc3c2cnn3C)c(OC)c1	-1.1%
CCc1ccc(NC(=O)CSc2nc(=O)n(Cc3cccnc3)c3c2CCC3)cc1	-0.5%
COCCCNC(=O)CSc1nc2cc3c(cc2c(=O)n1CCCCCC(=O)NCc1ccc(OC)cc1)OCO3	10.6%
Fc1ccc(-n2ncc3c(Nc4ccc(Oc5ccc(Cl)cc5)cc4)ncnc32)cc1	2.3%
CCCS(=O)(=O)NCCc1sc2nc(-c3ccc(F)cc3)nn2c1C	?

An excerpt of these results, with values ahead of the structure.
BCR signal inh | structure
-3.3% | CCOC(=O)C1CCC(CN(Cc2ccccc2)S(=O)(=O)c2ccc(Br)cc2)CC1 (stereo not given)
18.0% | Cc1ccc(CNC(=O)C(=O)NCC(c2ccco2)S(=O)(=O)c2ccccc2)cc1 (stereo not given)
? | CCc1cccc(NC(=O)Cn2nc(-c3ccc(OC)cc3)ccc2=O)c1
6.8% | CCc1ccccc1NC(=O)c1ccc(F)c(S(=O)(=O)N2CCN(c3ccccc3OC)CC2)c1
0.3% | CCCCN(C)CCCNC(=O)C1CCN(S(=O)(=O)CCC)CC1
-26.2% | CCOC(=O)CSc1nc2cc3c(cc2c(=O)n1CCCC(=O)NCCc1ccc(OC)c(OC)c1)OCO3
14.9% | Cc1ccc(C(=O)Nc2ccc3nc(N4CCCCC4)cc(C)c3c2)cc1F
? | CCOc1ccc(NC(=O)c2cc(S(=O)(=O)N3CCOCC3)ccc2F)cc1
13.7% | O=C(Nc1ccc(C(F)(F)F)cc1)c1cc(S(=O)(=O)NC2CCCCCC2)ccc1F
-1.1% | COc1ccc(Nc2ncnc3c2cnn3C)c(OC)c1
-0.5% | CCc1ccc(NC(=O)CSc2nc(=O)n(Cc3cccnc3)c3c2CCC3)cc1
10.6% | COCCCNC(=O)CSc1nc2cc3c(cc2c(=O)n1CCCCCC(=O)NCc1ccc(OC)cc1)OCO3
2.3% | Fc1ccc(-n2ncc3c(Nc4ccc(Oc5ccc(Cl)cc5)cc4)ncnc32)cc1
? | CCCS(=O)(=O)NCCc1sc2nc(-c3ccc(F)cc3)nn2c1C

Continued:
SMILES	BCR signal inh
COc1ccc(CNC(=O)CC(c2ccc(OC)cc2)N2Cc3ccccc3C2=O)cc1 (stereo not given)	13.3%
CCOC(=O)c1cc(-c2ccccc2)n(CC(=O)N(C)c2ccc(OC)cc2)c1C	?
O=C(Cc1cccs1)NC1CC(=O)N(c2ccccc2)C1 (stereo not given)	?
COc1cccc2cc(-c3cn4c(n3)sc3cc(F)ccc34)c(=O)oc12	?
COc1ccccc1CNC(=O)C1CCN(C2=NS(=O)(=O)C(c3ccc(C)c(C)c3)=C2C)CC1	-5.4%
COc1ccc(C)c2sc(N(Cc3cccnc3)C(=O)C3CCCCC3)nc12	?
CCOc1ccc(S(=O)(=O)NCCc2csc3nc(-c4ccc(OC)c(OC)c4)nn23)cc1	-4.1%
Cc1ccccc1CSc1nc2ccsc2c(=O)n1CCC(C)C	-7.1%
CCCCNC(=O)C(CC)Sc1nnc(-c2ccc(F)cc2)c(-c2ccc(F)cc2)n1 (stereo not given)	1.0%
CC(=O)N(Cc1cccnc1)c1nc2c(C)cc(C)cc2s1	-9.8%
Cc1ccc(S(=O)(=O)NCCc2csc(-c3ccc(Cl)cc3)n2)cc1	11.8%
Cc1ccc(/C=C/c2nc3ccccc3n2S(=O)(=O)c2cccc(Cl)c2)cc1	?
CCc1ccc(NC(=O)C(=O)NCCc2sc3nc(-c4ccc(OC)cc4)nn3c2C)cc1	?
CCOc1ccc(CC(=O)Nc2ccc3c(c2)N(C)C(=O)c2ccccc2S3)cc1OCC	-19.6%
O=C(NCc1ccccc1)C(=O)NCC(c1ccco1)S(=O)(=O)c1ccccc1 (stereo not given)	-2.9%
COc1cccc(C(=O)Nc2ccc(-n3nncc3-c3ccccc3)cc2)c1OC	?
Cc1cccc(NC(=O)c2sc3ncnc(N(C)C4CCCCC4)c3c2C)c1C	-1.5%
Cc1ccc(NC(=O)CSc2nnc(-c3ccc(Br)cc3)o2)c(C)c1	2.3%
CCc1cnc2c(c1SCC(=O)NCc1ccc(C)cc1)c(=O)n(C)c(=O)n2C	?
CCCc1cnc2c(c1SCC(=O)Nc1c(C)cc(C)cc1C)c(=O)n(C)c(=O)n2C	0.1%
COc1ccc(CCC(=O)NCc2ccc3c(c2)CCN3C(=O)c2ccc(F)cc2)cc1	-2.1%
CCOC(=O)c1cc(-c2ccc(C)cc2)n(CCCC(=O)Nc2cc(C)ccc2C)c1	?
COc1ccc(N2CCN(C(=O)c3ccc4c(c3)N(Cc3cccc(Cl)c3)C(=O)c3ccccc3S4(=O)=O)CC2)cc1	?
Cc1cccc(C(=O)NCC(c2ccco2)S(=O)(=O)c2cccs2)c1 (stereo not given)	?
O=S(=O)(c1ccccc1)N1CCC(c2ccncc2)CC1	-2.2%
COc1ccc(NC(=O)C(=O)NCCc2csc(-c3ccc(Cl)cc3)n2)cc1	0.2%
Cc1cc(-n2c(C)nc3ccccc3c2=O)ccc1NC(=O)c1ccc(C)c([N+](=O)[O-])c1	11.1%
COCCNC(=O)CSc1nc2cc3c(cc2c(=O)n1CCCC(=O)NCc1ccc2c(c1)OCO2)OCO3	-11.0%
COc1ccc2cc(C(=O)NCc3ccc4c(c3)CCN4C(=O)c3ccccc3)[nH]c2c1	-28.0%
COc1ccc(C2CC(=O)Nc3c2c(=O)nc2c(C)cccn32)cc1OC (stereo not given)	22.5%
COc1ccc(OC)c(CNC(=O)c2ccc(Sc3ccc(Cl)cc3)c(NC(C)=O)c2)c1	-7.1%
COc1ccc(NC(=O)CSC2=Nc3ccccc3C3=NC(CC(=O)NCc4ccc5c(c4)OCO5)C(=O)N23)cc1 (stereo not given)	1.7%
COc1cccc(NC(=O)CSc2nnc(NC(=O)NC3CCCCC3)s2)c1	-19.6%
Cc1cccc(N(CC(=O)Nc2ccc(Br)cc2)S(C)(=O)=O)c1C	11.9%
O=C(CCc1ccccc1)NC1CC(=O)N(c2ccccc2)C1 (stereo not given)	12.7%
CSc1ccc(CCNC(=O)c2ccc(CS(=O)(=O)c3ccc(Br)cc3)o2)cc1	?
CCOc1ccc(-n2cc(-c3ccccc3)c3c(N4CCN(c5ccccc5OC)CC4)ncnc32)cc1	-1.5%
COc1ccc(CCNC(=O)C(=O)NCC(c2ccco2)S(=O)(=O)c2ccc(C)cc2)cc1 (stereo not given)	?
Cc1ccccc1NC(=O)c1ccc(F)c(S(=O)(=O)NC2CCCC2)c1	0.5%
CCN(CC)C(=O)c1sc2c(c1C)c(=O)n(-c1ccccc1)c(=O)n2Cc1cc(=O)n2ccccc2n1	?
COc1ccc(Nc2cc(C)nc3c(C)c(C)ccc23)cc1	-0.3%
Cc1ccc(NC(=O)Cn2nc(-c3ccccc3)nc(Cc3ccc(Cl)cc3)c2=O)cc1	-0.1%
COc1ccc(NC(=O)CSC2=Nc3ccccc3C3=NC(CC(=O)NCc4ccco4)C(=O)N23)cc1 (stereo not given)	?
CCOc1ccc(-n2cc(-c3ccccc3)c3c(NC4CCCC4)ncnc32)cc1	15.5%
Cn1c(=O)c2sccc2n2c(CCCC(=O)Nc3ccc(Cl)cc3)nnc12	11.0%
COc1ccc(CCNC(=O)C2(c3cccs3)CCOCC2)cc1OC	-5.5%
O=C(NCCCO)C(=O)Nc1c2c(nn1-c1ccc(F)cc1)CSC2	9.9%
CCOc1ccccc1CNC(=O)C1CCN(S(=O)(=O)c2cccc3nonc23)CC1	-7.7%
Cn1nccc1C(=O)NCc1ccc2c(c1)CCN2C(=O)c1ccc(F)cc1	-8.9%
CCOC(=O)c1c(NC(=O)c2ccc(Br)cc2)sc2c1CCCC2	?
